# Screening results: PubChem BioAssay, several laboratories
# NPR2 activator: GC-B (human) receptor activation | P20594 | HEK293-GC-B cells, CNP EC30, cGMP TR-FRET; 0% at EC30 CNP, 100% saturating CNP | activation, % at 10 µM | 370,000 tested, 0.11% active | AID 1920062;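 active = activation at 10 µM reaching about 35% in either raw or pattern-adjusted values, limit read from the data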
# ADAM10 inh: inhibits human ADAM10. recombinant ADAM10, EDANS/DABCYL FRET peptide cleavage, 3 h. O14672. 370,000 tested, 0.62% active. inhibition, % at 7 µM;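 active = inhibition above a per-campaign cutoff equal to the mean of compounds falling between control-based bounds plus 3 SD, cut at about 20% in these data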;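 note: 0% = DMSO wells while the 100% control is not disclosed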
# proKLK7 act: proKLK7 (human) activation, primary screen; P49862; purified proKLK7, EDANS-DABCYL substrate fluorescence; 100% is mature enzyme control, 0% vehicle; activation, % at 7 µM; 370,000 tested, 0.9% active; AID 652039;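 active = activation above the mean of all tested compounds plus 3 SD, computed per campaign excluding outliers beyond control limits, cut at about 13% in these data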
# ASAP1 GAP inh: inhibitors of human ASAP1 ArfGAP activity; Q9ULH1; ASAP1-stimulated ARF1 GTP hydrolysis, GDP FP detection; inhibition, % at 16.5 µM; 360,000 tested, 0.19% active; AID 624377; in the data active = inhibition above about 25%;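 note: 0% = vehicle with enzyme and substrate and 100% = no enzyme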
# Target sequence (Q9ULH1 325-724 limits assumed): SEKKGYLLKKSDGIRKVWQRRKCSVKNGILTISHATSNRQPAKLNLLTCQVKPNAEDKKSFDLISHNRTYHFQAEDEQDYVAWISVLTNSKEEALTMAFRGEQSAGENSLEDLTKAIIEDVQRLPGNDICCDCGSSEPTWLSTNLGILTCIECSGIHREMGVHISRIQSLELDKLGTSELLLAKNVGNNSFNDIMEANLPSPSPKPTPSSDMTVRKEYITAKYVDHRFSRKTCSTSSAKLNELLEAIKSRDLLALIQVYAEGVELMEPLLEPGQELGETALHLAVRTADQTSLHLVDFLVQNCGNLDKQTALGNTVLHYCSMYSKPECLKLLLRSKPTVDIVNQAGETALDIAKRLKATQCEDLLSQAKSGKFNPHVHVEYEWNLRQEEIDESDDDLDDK
# Tn6 DDE FP: disrupts Tn6 cyclic peptide binding to fibrin D-Dimer-E complex. Fibrin DD(E) TRITC-Tn6 fluorescence polarization displacement. inhibition, % at 8.3 µM. 370,000 tested, 0.21% active. AID 720509;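 active = inhibition above a per-campaign cutoff: mean of compounds within control limits plus 3 SD, cut at about 15% in these data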;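 note: 0% = median of all compound wells on the plate and 100% = blocking peptide control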
# Target sequence (P02675 whole entry, looked up): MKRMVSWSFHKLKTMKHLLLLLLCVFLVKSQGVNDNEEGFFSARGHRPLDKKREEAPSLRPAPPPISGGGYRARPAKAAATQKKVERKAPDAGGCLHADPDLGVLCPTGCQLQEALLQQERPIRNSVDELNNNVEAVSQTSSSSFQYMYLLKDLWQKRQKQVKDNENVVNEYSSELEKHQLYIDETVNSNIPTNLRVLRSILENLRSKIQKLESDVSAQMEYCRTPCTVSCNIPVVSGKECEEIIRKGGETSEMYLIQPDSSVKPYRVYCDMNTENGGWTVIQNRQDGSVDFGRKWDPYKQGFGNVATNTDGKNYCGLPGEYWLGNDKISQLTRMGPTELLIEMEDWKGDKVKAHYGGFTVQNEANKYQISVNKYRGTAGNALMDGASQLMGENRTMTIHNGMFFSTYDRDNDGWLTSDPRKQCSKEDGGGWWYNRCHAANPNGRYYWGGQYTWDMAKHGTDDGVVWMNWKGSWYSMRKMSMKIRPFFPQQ
# ARFGAP1 inhibitor: rat ARFGAP1 inhibition; Q62848; Arfgap1-stimulated ARF1 GTP hydrolysis, GDP FP detection; 360,000 tested, 0.26% active; inhibition, % at 16.5 µM;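 active = inhibition above a per-plate limit, mean inhibition of low control wells plus 3 SD, cut at about 25% in these data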;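 note: 0% = DMSO wells with enzyme and 100% = wells lacking Arfgap1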
# Target sequence (Q62848 1-136 limits assumed): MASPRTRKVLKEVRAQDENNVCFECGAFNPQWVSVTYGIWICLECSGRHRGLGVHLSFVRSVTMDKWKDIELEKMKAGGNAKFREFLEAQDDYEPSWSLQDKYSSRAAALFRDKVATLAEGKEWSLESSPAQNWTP
#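 Repeats: one replicate per compound; assay system: rat Arfgap1 catalytic domain, aa 1-136; times: enzyme reaction 120 min at 25 °C after 20 min preincubation; detection: FP of antibody-bound GDP Alexa 633 tracer, ex 620/em 688 nm; benchmarks: high control wells lacking Arfgap1, low control full reaction with DMSO; reagent: human ARF1(Δ1-17)-GTP substrate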
# sPLA2-III inh: Inhibits HGIII-sPLA2 liposome hydrolysis, primary screen. Q9NZ20. QFRET BODIPY PC-A2 liposome hydrolysis, fluorescence. inhibition, % at 12.2 µM. 370,000 tested, 0.56% active. AID 743126;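 active = inhibition above mean plus 3 SD of compounds lying within the high and low control bounds, cut at about 19% in these data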;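 note: 0% = median of test compound wells and 100% = no enzyme DMSO wells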
# rCAG RNA binder: r(CAG) repeat RNA binding | TO-PRO-1 dye displacement fluorescence | inhibition, % at 3 µM | AID 651821 | 370,000 tested, 1.3% active;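 active = inhibition above the plate cutoff, the mean of all test compounds on that plate plus 3 SD, cut at about 35% in these data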;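 note: 0% = DMSO alone and 100% = 100 µM mitoxantrone as full dye displacement; higher means more dye released from RNA so lower well fluorescence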
# FXN GAA850 act: increases GAA850 frataxin promoter reporter activity | AID 540364 | activation, % at 6 µM | HEK293 lucGAA850 FXN promoter luciferase reporter, 24 h; percent of 10 µM SAHA response | 360,000 tested, 0.56% active;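 active = activation above the average of all compounds screened plus 3 SD, cutoff fixed separately per campaign, cut at about 7.5% in these data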;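 note: 0% = DMSO wells and 100% = 10 µM SAHA wells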
# GC-A act: GC-A (human) enzyme activation; AID 1671463; activation, % at 10 µM; HEK293 GC-A cells, cGMP TR-FRET, EC30 ANP; 0% at EC30 ANP, 100% saturating ANP; P16066; 370,000 tested, 0.14% active; in the data active = activation above about 40%
# Active calls of the source: *; i = inactive; / = no result given.
SMILES,NPR2 activator,ADAM10 inh,proKLK7 act,ASAP1 GAP inh,Tn6 DDE FP,ARFGAP1 inhibitor,sPLA2-III inh,rCAG RNA binder,FXN GAA850 act,GC-A act
COc1cccc(NC(=O)c2cnc(NS(=O)(=O)c3ccccc3)nc2)c1,-5,-2,-0.2,-4,5,-4,-4,11,-1.6,2
CN(C)S(=O)(=O)c1ccc(Cl)c(C(=O)NCCNC(=O)c2cc(S(=O)(=O)N(C)C)ccc2Cl)c1,1,8,-0.8,4,-3,14,21*,3,-1.9,2
CCOc1ccccc1N(C(=O)c1snc(C(N)=O)c1N)C(C(=O)NCC1CCCO1)c1ccc2ncccc2c1 (stereo not given),-14,-133,4.7,-3,3,6,0,-3,-0.5,-19
O=C(Nc1ccc(F)cc1)c1ccccc1,5,2,0.7,-4,-7,9,6,-4,2.1,1
COc1cccc(CNC(=O)[C@@H]2CCCN2C(=O)[C@H]2CCCCN2C(=O)c2cccc(Cl)c2)c1,-8,-14,0.4,11,-1,3,4,-2,/,-7
CCOC(=S)SCC(=O)N1CCc2ccccc2C1C1C(=O)CC(C)(C)CC1=O (stereo not given),0,0,0.1,1,5,-4,6,4,-0.3,2
CCOc1ccc2nc(SCc3ccc(F)cc3)sc2c1,-1,4,-0.3,0,-1,-5,-8,0,5.8,-3
N#Cc1ccc(OCC(=O)Nc2cccc(S(=O)(=O)NC3=NCCCCC3)c2)cc1,-1,-5,-0.5,-1,-1,5,2,8,1.6,4
O=C(CCN1C(=O)C2C3C=CC(C4CC34)C2C1=O)Oc1ccccc1 (stereo not given),-1,8,0.6,-10,3,9,-6,-6,-0.2,-6
CCN(C(=O)COC(=O)/C=C/c1c(C)nn(-c2ccccc2)c1C)c1c(N)n(Cc2ccccc2)c(=O)[nH]c1=O,3,0,0.0,-11,3,8,2,2,1.3,-1
O=S(=O)(c1ccccc1)c1nc(-c2ccco2)oc1NCc1ccco1,0,-5,0.3,-9,-11,-4,-11,-4,1.2,1
COC(=O)C(Cc1ccc(O)cc1)NC(=O)Cn1cc(C)c(=O)[nH]c1=O (stereo not given),1,-13,-0.6,0,-12,10,11,2,0.0,1
O=C1C(=Cc2cccc(F)c2)Cc2ccccc21,-7,11,-0.3,-24,4,-5,-3,4,/,-4
CCn1c(C)csc1=NC(=O)c1ccccc1,2,9,-0.1,18,2,8,1,-6,-1.1,2
Cc1ccc(-n2c(SCC(=O)NCc3ccco3)nc3nc4c(cc3c2=O)COC(C)(C)C4)cc1,-1,-3,-0.4,11,-8,17,6,9,-0.3,-4
Cc1cc2c(cc1S(=O)(=O)Nc1cccc(F)c1)n(C)c(=O)c(=O)n2C,-1,-19,0.9,6,-2,-13,4,3,-0.5,0
Cc1cccc(C(=O)NC2=NCCS2)c1,-1,-6,-0.1,-11,4,7,8,0,1.1,-1
Cc1ccc(CN2CCS(=O)(=O)CC2)o1,4,-2,0.3,5,-1,5,2,-1,1.0,0
CCCN1C2CCCC1CC(NC(=O)c1ccccc1Br)C2 (stereo not given),-1,-3,0.1,-2,-3,1,4,-1,0.0,-2
COc1cc(C(=O)Nc2cccc(-c3nncn3C)c2)cc(OC)c1OC,2,-7,-0.2,2,5,10,7,3,0.5,-1
COCCCn1c2nc3ccccc3nc2c2c(=O)n(-c3ccccc3OC)cnc21,3,-39,-0.2,8,0,13,-3,-3,1.6,2
c1ccc(-c2noc(-c3ccc4c(c3)OCO4)n2)nc1,1,-2,0.1,-6,8,0,0,0,-16,5
CC1CCCCC1NC(=O)c1ccc(S(=O)(=O)NNC(=O)c2ccncc2)cc1 (stereo not given),-2,3,0.9,-8,3,7,-2,5,0.3,3
N=C(N)Cc1ccccc1Sc1ccccc1,2,-9,-0.5,0,-8,3,15,4,-2.3,-2
COc1ccccc1C(=O)NC(C)C(c1cccs1)N1CCOCC1 (stereo not given),-3,4,0.1,-1,0,2,-2,-6,3.8,-3
O=C(NC1CCN(Cc2ccccc2)CC1)c1ccccc1Cl,1,-6,0.3,-5,0,2,-2,-4,1.3,1
C=C1C(=O)[C@]23C[C@H]1CC[C@H]2[C@]1(C)[C@@H](OC(C)=O)CC[C@@](C)(C(=O)O)[C@H]1C[C@@H]3O,0,-10,-0.4,12,9,-12,7,3,/,9
CC(C)SCc1cc(N2CCCC2)nc(-c2ccccc2)n1,0,12,-0.7,-6,3,7,6,0,0.8,1
O=C(NCc1ccco1)c1ccc(NC(=O)C2COc3ccccc3O2)cc1 (stereo not given),4,3,-0.1,10,-3,29*,-3,-1,0.2,-3
CCc1noc(C)c1C(=O)OCC(=O)NC(C)c1ccccc1 (stereo not given),3,-11,0.1,2,-1,6,9,2,-0.2,2
Nc1cc(N)nc(SCCc2ccccc2)n1,1,-5,0.6,0,6,-2,0,0,3.3,5
COc1ccc(S(=O)(=O)N2CCCCC2)cc1NC(=O)C1CC1,8,-10,-0.4,9,6,7,-2,-1,2.1,0
COC(=O)[C@@]12C[C@@H](CC(=O)NCCCN3CCCC3=O)C(=O)N(Cc3ccco3)C1=CCC(C)(C)C2,-1,-18,0.5,-1,6,-3,11,-3,/,2
CC(C)CC(COCc1cccc(Cl)c1)N1CCN(C(=O)c2ccc(C(F)(F)F)cc2)CCC1=O (stereo not given),-5,11,0.6,-6,-1,5,-16,0,-0.2,-4
O=C(COC(=O)CCSc1ccccc1)NCc1ccccc1Cl,0,6,0.0,4,0,3,-13,-2,2.2,2
COc1ccc(CCNCC(=O)Nc2ccc(C)c(S(=O)(=O)N(C)C)c2)cc1OC,0,1,-0.5,-4,9,0,2,-6,1.6,-5
O=C(CN1CCOCC1)NCCC12CC3CC(CC(C3)C1)C2,5,1,-0.2,3,1,1,11,-4,2.2,-2
COc1ccccc1-c1cnc2c(Nc3cccc(OC(F)(F)C(F)F)c3)nccn12,0,-20,-2.9,-21,-5,3,-5,4,0.4,-2
COc1ccc(/C=C/CN2CCN(Cc3ccc(C)cc3)C(CCO)C2)cc1 (stereo not given),5,2,-0.5,-4,6,-11,-4,-3,-0.7,0
CN(C)CCn1c(NC(=O)c2ccc(Cl)cc2)nc2ccccc21,1,-4,-29,-2,-3,-4,-8,-2,3.4,-2
Cc1cc(C)nc(SCCC(=O)N(C)C)n1,-1,4,-2.0,-3,-1,8,6,0,0.5,2
Cn1c(=O)c2c(-c3ccccc3)n(-c3ccc(N)cc3)cc2n(C)c1=O,0,-33,2.6,8,12,1,-5,29,/,0
CSc1nnc([C@H](Cc2c[nH]c3ccccc23)NC(=O)OC(C)(C)C)o1,1,0,-0.1,4,1,-5,-82,-3,2.1,-5
C=CCn1c(SCC(=O)Nc2ccc(Br)cc2)nc(O)c(CC)c1=O,-9,2,-0.1,6,4,-2,6,10,1.7,1
COc1ccc(CCNc2c([N+](=O)[O-])ncn2C)cc1OC,6,-3,-0.3,0,5,0,6,-3,-0.5,5
CCOC(=O)c1ccccc1NC(=O)COC,-1,7,0.7,9,-4,6,3,4,1.3,-3
CCOC(=O)NN1C(=O)c2ccccc2NC1c1cccc(O)c1 (stereo not given),-1,i,27*,6,8,0,-4,1,1.2,-1
O=C(CN1C(=O)NC(Cc2ccccc2)(Cc2ccccc2)C1=O)NCC1CCCCC1,0,1,-0.1,-2,2,3,-10,-3,-2.5,4
Cc1cccc(NC(=O)c2c(C)nn(-c3ccccc3)c2Cl)c1,2,6,0.7,-8,3,-8,-7,-3,0.6,6
COc1ccc(CCNC(=O)C(C)n2nc(C)c3c(C)n(-c4ccc(C)cc4)nc3c2=O)c(OC)c1 (stereo not given),0,-2,0.1,9,-6,8,-4,-9,-4.4,1
Cc1ccc(CCNC(=O)CN(c2ccc(C)cc2)S(=O)(=O)c2c(C)noc2C)cc1,-1,-7,0.3,0,-2,2,3,-4,-1.1,-2
CCOc1ccc(OCC(=O)OCC(=O)N(CC(C)C)c2c(N)n(Cc3ccccc3)c(=O)[nH]c2=O)cc1,3,-2,0.7,4,3,-8,0,-6,0.4,-1
CCN1C(=O)N/C(=C/c2ccc(C)o2)C1=O,-3,-10,2.3,2,8,-4,-5,1,1.5,6
O=C(NCCc1c[nH]c2ccccc12)OCc1cn(-c2ccccc2Cl)nn1,-1,-4,-0.1,/,7,/,-72,5,/,-3
CSCc1cc(N(C)C)nc(SCc2ccc(Cl)cc2Cl)n1,6,10,0.6,3,4,16,3,-1,5.2,2
Clc1ccc(Sc2cnc3ccccc3n2)cc1,2,-9,-0.2,6,2,-11,4,-3,4.8,1
CC(=O)c1c(C)[nH]c(C(=O)N2CCN(C(=O)c3ccco3)CC2)c1C,-1,-2,0.2,-9,-4,6,3,0,1.2,-3
COC(=O)c1ccccc1NC(=O)c1cccc(NC(=O)CSCc2ccccc2)c1C,-2,3,0.3,-1,-1,2,0,-2,3.1,1
CCOc1cc(NC(=S)NCCOC)c(OCC)cc1NC(=O)c1ccco1,3,-1,1.1,-13,6,-1,7,-2,-0.1,0
O=C(COc1ccc(/C=N/NC(=O)CSCc2ccc([N+](=O)[O-])cc2)cc1)NCc1ccco1,0,10,0.2,-3,3,6,-2,2,0.2,-3

# Four compounds out of the list, arranged by SMILES length, low to high.
SMILES,NPR2 activator,ADAM10 inh,proKLK7 act,ASAP1 GAP inh,Tn6 DDE FP,ARFGAP1 inhibitor,sPLA2-III inh,rCAG RNA binder,FXN GAA850 act,GC-A act
CCN1C(=O)N/C(=C/c2ccc(C)o2)C1=O,-3,-10,2.3,2,8,-4,-5,1,1.5,6
Cc1cccc(NC(=O)c2c(C)nn(-c3ccccc3)c2Cl)c1,2,6,0.7,-8,3,-8,-7,-3,0.6,6
COc1ccc(CCNC(=O)C(C)n2nc(C)c3c(C)n(-c4ccc(C)cc4)nc3c2=O)c(OC)c1 (stereo not given),0,-2,0.1,9,-6,8,-4,-9,-4.4,1
CCOc1ccc(OCC(=O)OCC(=O)N(CC(C)C)c2c(N)n(Cc3ccccc3)c(=O)[nH]c2=O)cc1,3,-2,0.7,4,3,-8,0,-6,0.4,-1

# The results go on:
SMILES,NPR2 activator,ADAM10 inh,proKLK7 act,ASAP1 GAP inh,Tn6 DDE FP,ARFGAP1 inhibitor,sPLA2-III inh,rCAG RNA binder,FXN GAA850 act,GC-A act
NC(=O)C1CCN(Cc2nc(-c3ccccc3)no2)CC1,-2,4,0.1,-4,-1,-1,0,1,3.4,1
O=C(O)c1ccccc1CSc1ccccn1,1,8,0.6,-1,-5,0,3,-2,-1.3,4
COc1sc(SC)cc1/C=N/NC(=O)c1ccncc1,-1,3,0.4,2,-3,5,8,2,0.7,0
O=[N+]([O-])c1ccc(-c2csc(N3CCCCCC3)n2)cc1,-3,4,0.1,10,-4,-11,11,2,2.4,1
C[C@@H]1CN([C@@H](C)CO)S(=O)(=O)c2ccc(C#Cc3cccc(F)c3)cc2O[C@@H]1CN(C)CC1CC1,1,-1,-0.5,-12,-1,-3,-9,7,-0.7,-2
CC(=O)Nc1ccc(-c2csc(Nc3ccc(Cl)cn3)n2)cc1,-1,-8,0.0,11,5,-2,-14,17,-2.1,-5
COc1ccccc1C(=O)NCC(=O)OCc1csc(-c2ccccc2)n1,-2,-1,-0.1,18,-1,1,5,-8,1.4,0
